From PubChem
DRD3 antagonist: D3 dopamine receptor (human) antagonism; P35462; D3R cells, DiscoveRx beta-arrestin luminescence, antagonist mode; hits give low values; max response, negative = inhibition, %; hit rate 2.5% among 360,000; in the data active means max response below about -50%; inconclusive means no clear call, values can overlap the other calls; further: on the % scale 0 is the no-effect control and ±100 the full control effect; mostly tested at two doses, the higher about 12 µM
Target sequence (P35462 whole entry, looked up): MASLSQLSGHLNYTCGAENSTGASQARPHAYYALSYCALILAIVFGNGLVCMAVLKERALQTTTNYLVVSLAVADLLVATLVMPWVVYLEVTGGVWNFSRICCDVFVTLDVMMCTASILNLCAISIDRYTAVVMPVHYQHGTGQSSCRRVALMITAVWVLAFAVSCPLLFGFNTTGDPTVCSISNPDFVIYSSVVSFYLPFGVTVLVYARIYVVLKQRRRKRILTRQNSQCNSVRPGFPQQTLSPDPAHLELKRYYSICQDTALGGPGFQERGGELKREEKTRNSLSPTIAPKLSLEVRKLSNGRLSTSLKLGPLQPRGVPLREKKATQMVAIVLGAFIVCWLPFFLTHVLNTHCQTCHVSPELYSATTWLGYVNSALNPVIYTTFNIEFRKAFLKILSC
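Cells expressing the human receptor were seeded at 1500 cells/well, incubated overnight at 37 degrees C in 5% CO2, then exposed to library compounds with dopamine controls for 90 minutes at 37 degrees C before luminescent detection.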
GLP-1R agonist: GLP-1 receptor (human) agonism; P43220; HEK293 GLP-1R CRE-luciferase, luminescence, 4-6 h; cells express a hypersensitive GLP-1R form; Potency, µM (series often up to 45.6 µM), inactives show top-dose activation, actives largely listed as activators; hit rate 0.007% among 380,000; AID 624172; further: potency means the concentration at half of the fitted maximal effect; % of control where 0% means no effect
Target sequence (P43220 whole entry, looked up): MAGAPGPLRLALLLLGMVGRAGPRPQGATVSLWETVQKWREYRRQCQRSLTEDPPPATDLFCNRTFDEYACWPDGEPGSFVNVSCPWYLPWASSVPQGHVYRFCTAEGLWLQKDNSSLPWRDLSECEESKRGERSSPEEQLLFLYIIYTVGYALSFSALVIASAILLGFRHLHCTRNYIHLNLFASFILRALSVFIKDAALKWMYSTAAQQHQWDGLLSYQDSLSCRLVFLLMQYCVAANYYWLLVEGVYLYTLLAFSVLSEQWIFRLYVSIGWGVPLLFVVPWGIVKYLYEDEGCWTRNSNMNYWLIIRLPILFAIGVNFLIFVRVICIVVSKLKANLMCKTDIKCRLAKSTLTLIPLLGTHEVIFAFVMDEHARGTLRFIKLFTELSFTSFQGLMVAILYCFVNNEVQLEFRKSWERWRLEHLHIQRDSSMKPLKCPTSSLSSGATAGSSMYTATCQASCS
HEK293 tox: cytotoxic in the GLP-1 receptor inverse agonist counter-screen; HEK293 cAMP-luciferase reporter cells, luminescence, 24 h; Potency, µM (series often up to 38.3 µM), without a hit: at the highest dose activity change, negative = inhibition, usual class: inhibitors; hit rate 0.13% among 410,000;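 further: loss of luciferase light is scored as toxicity; potency means the concentration at half of the fitted maximal effect; on the % scale 0 is the no-effect control and ±100 the full control effect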
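Quantitative HTS format, 1536 wells, 200 cells/uL seeded. Compounds: 23 nL, 24 h, 37 °C. Detection: luciferase reagent, luminescence at 12 min RT; decreased signal taken as cytotoxic.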
PTHR1 ag: activates the human parathyroid hormone receptor PTHR1. Q03431. HEK293 GP2 PTHR1 cells, GloSensor cAMP luminescence, 1 h. Potency, µM (titrated, usually from 115 µM), for the others: top-dose activation, most hits filed as activators. hit rate 0.075% among 410,000. AID 743266; further: potency means the concentration at half of the fitted maximal effect; nearly all actives have a fitted effect of over 55% in size; some results filed as inactive show a strong effect at the top dose; inactives centre near -15; many of its hits are not listed in these tables
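HEK-293-derived GP2 cells expressing PTHR1 and a GloSensor cAMP reporter, 3,000/well, plated overnight, given luciferin plus IBMX (each 0.5 mM as added) for 1 h at 37 °C, then compound for 1 h at 37 °C. Luminescence was read after 15 min at room temperature.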
DRD3 agonist: agonists of human D3 dopamine receptor. P35462. D3R DiscoveRx beta-arrestin cells, luminescence, 90 min. max activation, %. hit rate 0.58% among 410,000. AID 652048; in the data active means max activation above about 30%; further: 0% is about no effect; mostly tested at two doses, the higher about 12 µM
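Agonist mode: compounds and dopamine controls were applied to plated cells for 90 min at 37 degrees C after an overnight attachment at 1500 cells/well. Luminescent read-out followed 30 - 60 minutes at room temperature with DiscoveRx detection reagent.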
aSyn yeast inh: rescues yeast growth from alpha-synuclein toxicity; Yeast expressing alpha-synuclein, growth rescue, BacTiter-Glo, 24 h; Potency, µM (titrated, usually from 46.1 µM), without a hit: top-dose growth rescue (activation), most hits filed as activators; hit rate 0.14% among 370,000; further: potency means the concentration at half of the fitted maximal effect; % of control where 0% means no effect; nearly all actives have a fitted effect of over 65% in size
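Screening used galactose-induced yeast with toxic alpha-synuclein levels, exposed to compound for 24 hr at 30 deg C. Cell growth, read with BacTiter-Glo luminescence, gave the measured signal.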
KB-V1 cytotox: KB-V1 MDR subline cytotoxicity; KB-V1 MDR cells viability, CellTiter-Glo, 72 h; Potency, µM (titrated, usually from 46.1 µM), for inactives: at the top dose activity change, negative = cytotoxicity, most hits filed as cytotoxic; hit rate 3.4% among 400,000; further: potency means the concentration at half of the fitted maximal effect; on the % scale 0 is the no-effect control and ±100 the full control effect; nearly all actives have a fitted effect of over 60% in size
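Compound-treated KB-V1 multidrug-resistant cells, 72 h, 37 degrees C; viability by CellTiter-Glo. Fitted qHTS curves give the values.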
GLP-1R inv ag: acts as inverse agonist at human GLP-1 receptor; P43220; HEK293 GLP-1R CRE-luciferase, luminescence, 24 h; GLP-1R form is constitutively active; Potency, µM (doses to about 38.3 µM), inactives show top-dose activity change, negative = inhibition, usual class: inhibitors; hit rate 1.6% among 410,000; AID 624417; further: potency means the concentration at half of the fitted maximal effect; on the % scale 0 is the no-effect control and ±100 the full control effect; nearly all actives have a fitted effect of over 55% in size
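HEK293 cells stably co-expressing a cAMP-responsive luciferase reporter and constitutively active GLP-1R were seeded, incubated 12 h, then exposed to compounds for 24 h at 37 C. Luminescence was read 12 min after detection reagent; inverse agonists lower signal.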
TDP43 rescue: rescues yeast growth from TDP-43 toxicity. Potency, µM (series often up to 46.1 µM), without a hit: at the top dose growth rescue (activation), actives largely listed as activators. AID 652104. hit rate 1.8% among 410,000. TDP-43 expressing yeast growth rescue, BacTiter-Glo, 24 h; further: potency means the concentration at half of the fitted maximal effect; % of control where 0% means no effect; nearly all actives have a fitted effect of over 50% in size
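In this qHTS, compounds that restore growth of yeast expressing TDP-43 appear as activators. Cells (OD600=0.02, galactose medium, raffinose-pregrown) are incubated with compound 24 hr at 30 deg C and growth is quantified by BacTiter-Glo.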
The depositor's hits bear a star; i = inactive; ? = inconclusive; · = not tested or not shown; [ ] = dose if it differs, or a comment. Unless noted, the call rests on the fitted dose curve; in most records, active means well fitted curve in the direction sought with a large enough effect; inconclusive means small, poorly fitted or top-dose-only effect, or another doubt; inactive means no such curve, though single readings can be large; an effect the other way counts as inactive or inconclusive.

| SMILES | GLP-1R inv ag | TDP43 rescue | GLP-1R agonist | DRD3 antagonist | aSyn yeast inh | DRD3 agonist | HEK293 tox | KB-V1 cytotox | PTHR1 ag |
| --- | --- | --- | --- | --- | --- | --- | --- | --- | --- |
| CCN(c1ccccc1)c1nnc(NC(=O)Nc2cccc(Br)c2)s1 | 5% | 17% | · | · | · | 3 | -3% | 7% | i |
| COc1ccccc1N1CCN(C(=O)c2cccc(N3C(=O)NC4CC3(C)Oc3c(OC)cccc34)c2)CC1 (stereo not drawn) | 3% | 12% | -2% | 3 | 8% | -7 | 1% | ? | i |
| N#Cc1ccc(OCC(=O)Nc2ccccc2NS(=O)(=O)c2cccs2)cc1 | 10% | -22% | -6% | 2 | -5% | -2 | -3% | ? | i |
| O=S(=O)(c1ccc(F)cc1)N1CCCC(CO)C1 (stereo not drawn) | -1% | -8% | 5% | -12 | -5% | -3 | 36%[activator] | -22% | i |
| Cc1ccc(C(=O)N2CCC(N3CCC(C(=O)N4CCOCC4)CC3)CC2)cc1C | -5% | 13% | -12% | 12 | 7% | 2 | -7% | · | -24% |
| COc1ccc(C(=O)NCC(=O)O)cc1 | 2% | -4% | 4% | 23 | 1% | -2 | 7% | 6% | i |
| COc1ccc(CCN2C(=O)CSC2c2ccc(F)cc2)cc1 (stereo not drawn) | ? | 18% | 12% | -10 | 10% | 1 | 3% | 14% | -11% |
| COc1cc(NC(=O)CN2CCCN(Cc3cccc(F)c3)S2(=O)=O)cc(OC)c1 | -17% | 10% | · | · | · | -16 | -3% | -6% | -74%[inhibitor] |
| COc1ccc(O)c(C(=O)c2cnn(-c3ccc(Cl)cc3)c2)c1 | ? | 3% | 13% | 5 | -19% | 4 | -4% | ? | -1% |
| CC(C)CS(=O)(=O)c1oc(-c2ccc(F)cc2)nc1S(=O)(=O)c1ccccc1 | ? | 20µM* | · | · | · | -19 | ? | · | -93%[inhibitor] |
| CCOC(=O)CCC(=O)NCc1ccc2c(c1)cc(C)n2C | 5% | 17% | 0% | 17 | -6% | 3 | 4% | 26% | i |
| Cc1ccc(S(=O)(=O)c2nnn3c2nc(NCc2ccccc2Cl)c2sccc23)cc1 | 60%[activator] | -11% | · | · | · | -6 | ? | 2% | -11% |
| CCOC(=O)C1CCN(C(=O)C(CCSC)NC(=O)c2ccccc2OC)CC1 (stereo not drawn) | -5% | 14% | 9% | -1 | -1% | 1 | -10% | 10% | 0% |
| Clc1ccc(NCc2nncn2-c2ccccc2)cc1 | 10% | -9% | 2% | ? | 1% | -8 | 14% | -31% | i |
| O=C(Nc1ccc(NC(=O)c2cccs2)cc1)c1ccccc1 | 1% | -3% | -1% | -9 | -5% | 10 | 1% | -2% | i |
| O=C(NCCc1ccccn1)c1cc2ccccc2o1 | 1% | 10% | 12% | -9 | 6% | -7 | 1% | -1% | -3% |
| Cc1ccc(C(=O)NCC(=O)OC(C)C(=O)NC2CCCCC2C)cc1C (stereo not drawn) | 46% | 0% | 3% | 2 | 2% | 0 | 4% | -3% | -11% |
| Cc1c(C(=O)NCC(C)C)sc2nc(-c3ccc(F)cc3)cn12 | 3% | 2% | 0% | 0 | ? | -8 | 10% | 7% | i |
| CCCSC1=C(C#N)C(c2cccs2)C(C(=O)Nc2ccccc2)=C(C)N1 (stereo not drawn) | ? | -1% | -22% | -5 | -3% | 1 | -16% | ? | -11%[57.5 µM] |
| Nc1[nH]c(C(=O)c2ccccc2)c(-c2ccncc2)c1C(=O)NCCc1c[nH]c2ccccc12 | 2% | 6% | -1% | 1 | -6% | 11 | -18% | -1% | -1% |
| COC(=O)c1oc2ccccc2c1N | 31%[activator] | -4% | 1% | 4 | 0% | -4 | 10% | 5% | -6%[57.5 µM] |
| Cc1[nH]ncc1-c1ccccc1Cl | 12% | 0% | 11% | -15 | 7% | -5 | -8% | 5% | -1% |
| COc1ccc(NC(=O)/C(C#N)=C\c2ccc(OCc3ccc(C(=O)O)cc3)c(OC)c2)cc1 | 108%[activator] | 7% | 0% | -10 | 7% | 4 | 6% | -1% | -30%[inhibitor] |
| O=C(COC(=O)/C=C/c1ccc(C(F)(F)F)cc1)NCC1CCCO1 (stereo not drawn) | -8% | 25µM* | 2% | -1 | 7% | 8 | 3% | 2% | -14% |
| Nc1nc2ncc(C(=O)c3cc(F)ccc3O)cc2s1 | 21% | 13% | 13% | 4 | 0% | 3 | 2% | -4% | i |
| O=C(CCn1ccc2cc(S(=O)(=O)N3CCCC3)ccc21)NCCc1ccccc1 | -20% | 6% | 8% | 6 | 0% | -4 | 6% | -18% | -16% |
| COCC(=O)N[C@H]1CC[C@@H](CC(=O)OC)O[C@@H]1CO | 1% | 20% | · | -15 | -2% | -5 | -5% | -4% | i |
| O=C(Nc1ccc(CN2CCCCC2)cc1)c1ccc2c(c1)OCO2 | -7% | 19% | -7% | -29 | -5% | -3 | -5% | -15% | -1%[57.5 µM] |
| CCC(=O)NC(NC(=S)Nc1ccc(S(N)(=O)=O)cc1)C(Cl)(Cl)Cl (stereo not drawn) | -20% | 9% | -2% | -10 | -5% | -1 | -6% | 3% | i |
| O=C1c2ccccc2C(=O)N1CCCCN(C(=O)c1ccc(Cl)s1)c1ccc(Cl)cc1 | 8% | -1% | 2% | -13 | -5% | 1 | 2%[1.53 µM] | ? | -1% |
| C=C(Br)Cn1c(CCCC)nc2ccccc21 | 2.8µM* | 7% | 14% | 15 | -11% | 3 | -5% | 1% | -13%[57.5 µM] |
| Cc1c(CCC(=O)O)c(=O)oc2cc(OCc3cccc(Cl)c3)ccc12 | 36%[activator] | 6% | 0% | -1 | 8% | 1 | 2% | ? | ? |
| CCCC(=O)Nc1cccc(Oc2ccc3c(c2)C(=O)NC3=O)c1 | 16% | 15% | 8% | -5 | 0% | -6 | -9% | -2% | 0% |
| COc1cccc(NC(=O)CN(C)C(=O)CCc2nc3sc4c(c3c(=O)[nH]2)CCCC4)c1 | -18% | 1% | 5% | -13 | -5% | -2 | -1% | -22% | -6% |
| COc1cccc(C(=O)Oc2cc(C)[nH]c(=O)c2[N+](=O)[O-])c1 | 7% | -8% | 1% | 9 | 6% | 5 | -1% | 0% | i |
| CS(=O)(=O)c1ccc(NC(=O)C2CC(=O)N(c3ccc4c(c3)OCCO4)C2)cc1 (stereo not drawn) | 6% | 2% | -6% | -6 | 0% | -2 | 25% | 2% | i |
| CCCCN(CCCC)CCCNC(=O)c1ccc2nc(N3CCCCC3)sc2c1 | 24% | 15% | · | · | · | -11 | 6% | 8% | -10% |
| C=CCNc1cnn(-c2ccccc2)c(=O)c1Cl | 53%[activator] | 16% | -3% | 13 | -5% | -5 | 1% | ? | -18% |
| Cc1cc(C)c2oc(C(=O)Nc3ccc(S(=O)(=O)Nc4nccs4)cc3)cc(=O)c2c1 | 37%[activator] | -5% | 0% | 2 | -3% | 0 | -15% | 5% | -19% |
| COc1ccc(OC)c(S(=O)(=O)N2CCC(C(=O)NCc3ccccc3)CC2)c1 | 0% | -1% | -1% | 7 | -2% | 6 | -10% | 0% | -5%[57.5 µM] |
| O=C(CCCNC(=O)c1ccc(Cl)cc1)Nc1ncccc1O | 12% | 7% | 3% | 7 | -2% | 2 | -4% | 27% | -14% |

Some of the entries above in a different format:
Second line of a record – GLP-1R inv ag	TDP43 rescue	GLP-1R agonist	DRD3 antagonist	aSyn yeast inh	DRD3 agonist	HEK293 tox	KB-V1 cytotox	PTHR1 ag
Cc1cc(C)c2oc(C(=O)Nc3ccc(S(=O)(=O)Nc4nccs4)cc3)cc(=O)c2c1
 : 37%[activator]	-5%	0%	2	-3%	0	-15%	5%	-19%
COc1cc(NC(=O)CN2CCCN(Cc3cccc(F)c3)S2(=O)=O)cc(OC)c1
 : -17%	10%	·	·	·	-16	-3%	-6%	-74%[inhibitor]
CCN(c1ccccc1)c1nnc(NC(=O)Nc2cccc(Br)c2)s1
 : 5%	17%	·	·	·	3	-3%	7%	i
COc1ccc(C(=O)NCC(=O)O)cc1
 : 2%	-4%	4%	23	1%	-2	7%	6%	i

Of the compounds above, 2 have a furan ring, fused or not:
| SMILES | GLP-1R inv ag | TDP43 rescue | GLP-1R agonist | DRD3 antagonist | aSyn yeast inh | DRD3 agonist | HEK293 tox | KB-V1 cytotox | PTHR1 ag |
| --- | --- | --- | --- | --- | --- | --- | --- | --- | --- |
| O=C(NCCc1ccccn1)c1cc2ccccc2o1 | 1% | 10% | 12% | -9 | 6% | -7 | 1% | -1% | -3% |
| COC(=O)c1oc2ccccc2c1N | 31%[activator] | -4% | 1% | 4 | 0% | -4 | 10% | 5% | -6%[57.5 µM] |

Compound profiles, as listed above. Screens in order: GLP-1R inv ag	TDP43 rescue	GLP-1R agonist	DRD3 antagonist	aSyn yeast inh	DRD3 agonist	HEK293 tox	KB-V1 cytotox	PTHR1 ag
CCC(=O)NC(NC(=S)Nc1ccc(S(N)(=O)=O)cc1)C(Cl)(Cl)Cl (stereo not drawn) is listed with -20%	9%	-2%	-10	-5%	-1	-6%	3%	i
Cc1[nH]ncc1-c1ccccc1Cl is listed with 12%	0%	11%	-15	7%	-5	-8%	5%	-1%

2 compounds drawn at random from those above, as already listed:
| SMILES | GLP-1R inv ag | TDP43 rescue | GLP-1R agonist | DRD3 antagonist | aSyn yeast inh | DRD3 agonist | HEK293 tox | KB-V1 cytotox | PTHR1 ag |
| --- | --- | --- | --- | --- | --- | --- | --- | --- | --- |
| O=C1c2ccccc2C(=O)N1CCCCN(C(=O)c1ccc(Cl)s1)c1ccc(Cl)cc1 | 8% | -1% | 2% | -13 | -5% | 1 | 2%[1.53 µM] | ? | -1% |
| COC(=O)c1oc2ccccc2c1N | 31%[activator] | -4% | 1% | 4 | 0% | -4 | 10% | 5% | -6%[57.5 µM] |

These rows are one share of the data; rates above refer to the full screens.
